PGC1a acetyl inh – inhibitors of PGC1a acetylation signal, primary screen, cell-based, U2OS, AlphaScreen, inhibitor mode | 0.17% of 350,000 active | AID 651687, 2012 | AlphaScreen anti-acetyl-lysine; with virally co-expressed GCN5 acetyltransferase | inhibition, % at 15.6 µM;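 active = every replicate shows inhibition of at least 40%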;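 note: 0% = neutral control wells and 100% = positive control wells; some results beyond the cut were filed as inactive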
miR122 inh – miR-122 Renilla sensor signal increase in Huh7, primary screen, miR-122 inhibitor project, cell-based, single point, plate reader; Huh7 miR-122 Renilla luciferase sensor, 48 h; neutral wells = 0, positive control = 100; activation (reporter increase), % at 12.5 µM; 0.3% of 340,000 active; AID 602342, 2012;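 active = mean replicate activation score at least 90 and every replicate individually at or above 90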;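 note: higher luciferase means less miR-122 activity so hits act as miR-122 inhibitors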
Active calls of the source: *; [ ] = remark or other dose. This is a subset (hit frequency here may not be typical).

PGC1a acetyl inh | miR122 inh | SMILES
-18 | 10 | COc1ccc(NS(=O)(=O)c2ccc3c(c2)Cc2ccccc2-3)cn1
49* | 1 | CCCCC(=O)Nc1ccc(NC(=O)c2cccs2)cn1
27 | -1 | CCSC1=N/C(=C\c2ccc(-c3ccccc3[N+](=O)[O-])o2)C(=O)S1
-4 | 1 | Nc1ccc2nc(-c3ccc(N)c(Cl)c3)[nH]c2c1
9 | -3 | CN1CCN(C(=O)C2(NC(=O)Nc3ccccc3Cl)CCCCC2)CC1
2 | 0 | CC(C)Nc1nnc(SCC(=O)c2c(N)n(Cc3ccccc3)c(=O)n(C)c2=O)s1
-22 | -4 | COc1ccccc1-c1cc(C(=O)NCc2cccs2)no1
3 | 2 | Cc1ccc(C(=O)c2nocc2C(=O)c2cccs2)cc1
-8 | 13 | CC(C)NC(=O)COc1ccc(/C=N/NS(=O)(=O)c2ccccc2)cc1
-39 | 3 | O=C1c2ccccc2NC(c2c(Cl)cccc2Cl)N1Cc1ccccc1 (stereo not drawn)
7 | -15 | Cc1cc(C)nc(SCC(=O)NC2=NN=C(c3ccc(Br)cc3)CS2)n1
9 | -1 | COc1ccc(C2c3sc(=O)[nH]c3SC3C4CCC(C4)C23)cc1 (stereo not drawn)
-11 | -3 | CCCC12CN3CC(C)(CN(C1)C31CCCCC1)C2=O
-5 | 47 | CC(C)Oc1ccc(CNC(=O)CC(c2ccccc2)c2cc(Cl)ccc2O)cc1 (stereo not drawn)
-10 | 2 | CSc1nnc(-c2cc3c(s2)-c2ccccc2CC3)o1
-8 | -4 | O=C(O)C1C2C=CC(C2)C1C(=O)NCCC1=CCCCC1 (stereo not drawn)
0 | 9 | CC(=O)Nc1ccc(S(=O)(=O)NCCC(=O)NCCc2ccc(F)cc2)cc1
-2 | -15 | CSc1nncc(=O)[nH]1
7 | -1 | CCCc1ccc(C(=O)NNC(=O)c2ccc(Cl)cc2)cc1
-6 | -7 | COc1ccc(-n2ncc3c(NCCN4CCOCC4)ncnc32)cc1
-1 | -8 | CC(=O)Nn1cnc2c(c1=O)C1(CCCCC1)Cc1ccccc1-2
13 | 14 | NC(=O)c1ccccc1N/C=C/C(=O)c1ccco1
3 | 1 | Cc1c(F)cccc1NC(=O)CSCC(=O)Nc1ccccc1
-13 | -2 | CC1CN(C(=O)/C=C/c2cccc([N+](=O)[O-])c2)CC(C)O1 (stereo not drawn)
11 | 1 | Cc1cc(C(N)=O)c2cc(Br)ccc2n1
-9 | -4 | O=C(NCc1ccc(Cl)c(Cl)c1)c1ccco1
-3 | -3 | O=C(CN1C(=O)C2C3C=CC(C3)C2C1=O)NCCC1=CCCCC1 (stereo not drawn)
2 | -3 | CCOC(=O)C(/C=C(\C#N)C(=O)OCC)=C(/N)N1CCN(c2c(C)cccc2C)CC1
-17 | 2 | CCOC(=O)c1cnc(SC)nc1Sc1ccccc1Cl
-7 | -6 | O=C(O)CNC(=O)/C(=C/c1ccco1)NC(=O)/C=C/c1ccccc1
0 | 7 | Cc1cnc(NC(=O)c2cc3c(s2)CCCC3)s1
0 | -1 | Cc1ccc(CCNC(=O)C2CCN(C(=O)c3sccc3-n3cccc3)CC2)cc1
-7 | -6 | CC(NC(=O)c1ccco1)C(=O)N1CCc2ccccc2C1 (stereo not drawn)
0 | -5 | CCS(=O)(=O)N1CCC(C(=O)NCC2CCCO2)CC1 (stereo not drawn)
4 | 1 | C=CCNC(=O)C1CCN(c2c([N+](=O)[O-])cc(C(F)(F)F)cc2[N+](=O)[O-])CC1
-23 | 3 | Cc1ccc(S(=O)(=O)/N=C2/NC(=O)/C(=C/c3cccnc3)S2)cc1
-7 | 4 | CC(C)Nc1nc(NC(C)(C)C)nc(Oc2ccc(=O)n(-c3ccccc3)n2)n1
-2 | 5 | COc1ccc2c(c1)C1NC(=S)N[C@@](C)(O2)C1C(=O)Nc1ccccc1 (stereo partly drawn)
-16 | 9 | CC(=O)C(=Nc1ccc(Cl)cc1Cl)NNc1cccc(Cl)c1
5 | 0 | O=S(=O)(c1cccc2c(S(=O)(=O)N3CCCC3)cccc12)N1CCCC1
-1 | 2 | COc1ccc(/C=C2\SC(=O)N(CCNC(=O)C3CC(=O)N(c4ccccc4)C3)C2=O)cc1 (stereo not drawn)
-7 | 0 | O=C(CN1CCN(C(=O)c2ccco2)CC1)Nc1ccc2c(c1)OCO2
-5 | 1 | Cc1ccc(-n2nc3cc(C)c(N)cc3n2)cc1
-6 | 9 | COc1ccccc1NC(=O)Nc1ccnn1C1CCCCC1
0 | -2 | COc1ccc(CCC(=O)Nc2nc3ccccc3[nH]2)cc1OC
-5 | -1 | O=C(NCCC1=CCCCC1)C1CCCN(S(=O)(=O)c2ccccc2)C1 (stereo not drawn)
3 | -3 | O=C(CSc1nnc2scc(-c3ccccc3)n12)NCc1ccco1
-6 | 1 | CCOC(=O)C(C(=O)Nc1cccc(C)c1)C1CCCCC1 (stereo not drawn)
-5 | -5 | Fc1ccc(-c2ccnc3nc(-n4cccc4)nn23)cc1
-9 | 2 | CC(C)(C)N(NC(=O)Nc1ccc(Cl)c(Cl)c1)C(=O)c1ccccc1
-22 | 5 | CCN(CC)S(=O)(=O)c1ccc(C(=O)NCCc2cc3c(OC)ccc(OC)c3[nH]c2=O)cc1
-6 | 19 | CCOc1cc(/C=C(/C#N)C(=O)Nc2ccc(O)cc2)cc(Br)c1O
3 | 0 | O=C(CN1C(=O)CC(c2ccco2)Sc2ccccc21)Nc1ccc2c(c1)OCCO2 (stereo not drawn)
-20 | 1 | CCCN(CC1CC1)c1nc(N)c2c(N)nc(OC)cc2c1C#N
2 | 0 | O=C(O)CN1C(=O)SC(Nc2ccc(Cl)cc2)C1=O (stereo not drawn)
2 | 7 | O=C(N/N=C/C=C/c1ccccc1)c1cc2c(ccc3ccccc32)o1

Remaining list, next part.
PGC1a acetyl inh | miR122 inh | SMILES
8 | -4 | CCCn1c(SCc2ccon2)nc2ccccc2c1=O
-5 | 6 | CCCOC(=O)c1ccc(Nc2nc(C)cc(=O)[nH]2)cc1
8 | -4 | CCS(=O)(=O)Nc1ccc(-c2nnc(SCC(=O)c3ccc(NC(C)=O)c(OC)c3)o2)cc1
12 | 4 | O=C(c1ccco1)N1C2C=CC(C2)C1(C(F)(F)F)C(F)(F)F (stereo not drawn)
-8 | 7 | CCOC(=O)COc1ccc(S(=O)(=O)Nc2cccc(SC)c2)cc1
6 | 1 | COc1ccc(-c2c(C)nn(-c3ccccc3)c2N)cc1
6 | -6 | Oc1c(Br)cccc1/C=N/Nc1c(F)c(F)c(F)c(F)c1F
-37 | -1 | Cc1cccc(/N=C/c2c(O)[nH]c3ccccc23)n1

PGC1a acetyl inh: hit marks shown above.
PGC1a acetyl inh | miR122 inh | SMILES
49* | 1 | CCCCC(=O)Nc1ccc(NC(=O)c2cccs2)cn1

(list continues)
PGC1a acetyl inh | miR122 inh | SMILES
0 | 21 | CCn1c(SCc2nc3ccccc3[nH]2)nnc1-c1cccnc1
0 | 35 | Cc1nc2c(Cl)cc(Cl)cc2[nH]1
21 | 17 | CC(=O)Nc1ccc(NC(=O)CC2Nc3cccc4cccc(c34)NC2=O)cc1 (stereo not drawn)
-14 | -4 | COc1c(C)cccc1C(=O)Nc1ccc(N2CCOCC2)c(Cl)c1
1 | -3 | Cn1nc(C(F)(F)F)c2cc(C(=O)NC3CC3)sc21
2 | -1 | COc1ccc2c(C)cc(=O)[nH]c2c1
-2 | 4 | C=CCc1ccc(OCCOc2cccc(/C=N/n3cnnc3)c2)c(OC)c1
-1 | -3 | COC(=O)C1CSc2[nH]c(=O)sc2C1c1ccc(O)c(OC)c1 (stereo not drawn)
9 | -6 | Clc1ccc(OCCSc2ncccn2)cc1
-6 | -4 | CCc1c(C(=O)Nc2ncn(Cc3cccc(C)c3)n2)csc1C
5 | -1 | CCNc1nc(N2CCOCC2)nc(N(c2ccccc2)c2ccccc2)n1
-4 | -6 | COc1ccc(-n2c(SCC(=O)Nc3ccc4c(c3)OCO4)nc3ccccc3c2=O)cc1
1 | -2 | COc1ccc(C2=NOC(C(=O)NC3CCCCC3)C2)cc1OC (stereo not drawn)
2 | -2 | CCN(C(=O)COC(=O)C(Cc1ccccc1)N1C(=O)c2ccccc2C1=O)C1CCS(=O)(=O)C1 (stereo not drawn)
-9 | 1 | CCN1C(=O)CSC1=NC1C2CC3CC(C2)CC1C3 (stereo not drawn)
3 | 18 | COc1cc(NC(=O)c2noc3c2CCC3)c(OC)cc1Cl
1 | -1 | O=C(Nc1ccon1)c1ccc(Cl)s1
-1 | -1 | NC(=O)c1ccc(N2CCCCC2)c(N2C(=O)C3CC=CCC3C2=O)c1 (stereo not drawn)
-7 | 36 | Cc1nc(=O)c(-c2ccccc2)c(C)n1CCO
12 | 2 | O=C(N/N=C/c1ccco1)c1ccncc1
-11 | 4 | CCOC(=O)Cn1c(-c2cccnc2Cl)nc2cc(Cl)c(Cl)cc21
3 | -6 | CCCOC(=O)C1=C(C)NC2=C(C(=O)CC(C)(C)C2)C1c1cccnc1 (stereo not drawn)
1 | -8 | O=C(NNC(=O)c1ccc([N+](=O)[O-])o1)c1ccccc1
-28 | -2 | Cc1ccc(C)c(N2CCN(C(=O)C3CCN(c4nnc(N5CCCC5=O)s4)CC3)CC2)c1
-10 | 3 | CSc1nc2ccccc2n1CC(=O)Nc1cc(C(F)(F)F)ccc1N1CCOCC1
-5 | -2 | NC(=O)SCC(=O)Nc1ccc(Cl)c(Cl)c1
-1 | -7 | CCc1ccc(Nc2nc(N)nc(CSc3nc4ccccc4s3)n2)cc1
-5 | 4 | Cc1ccc(SCc2nc3ccccc3n2CC(=O)Nc2ccc(Cl)cc2)cc1
24 | -3 | CCOc1cc(C=C(C(=O)OC)C(=O)OC)ccc1OCc1ccc([N+](=O)[O-])cc1
6 | -3 | Cc1ccc(-n2nnc3c(SCC(=O)NCC4CCCO4)ncnc32)cc1 (stereo not drawn)
-1 | 0 | CC1=NN(c2ccc(F)cc2)C(=O)C1C(c1cccc(O)c1)c1c(C)[nH]n(-c2ccc(F)cc2)c1=O (stereo not drawn)
-3 | 6 | O=C1c2ccccc2S(=O)(=O)N1Cc1nc2ccccc2s1
6 | -2 | Cc1ccc(C(=O)Nc2ccc(Cc3ccncc3)cc2)cc1[N+](=O)[O-]
2 | 1 | Cc1nc(NCc2ccc3c(c2)OCO3)c2oc3ccccc3c2n1
-29 | 3 | c1ccc(C(Cc2nc(-c3cccnc3)no2)c2ccccc2)cc1
-1 | -3[16.7 µM] | C[C@H]1CN([C@@H](C)CO)C(=O)c2cccc(NC(=O)Nc3ccc(C(F)(F)F)cc3)c2O[C@@H]1CN(C)Cc1ccc(C(=O)O)cc1
-68 | -2 | N#Cc1c(N)nc2c3c(sc(=N)c2c1N)NC(=O)CC3c1ccccc1Cl (stereo not drawn)
9 | -9 | N#CC1=C(N)N(c2ccccc2)C(c2cccc([N+](=O)[O-])c2)C1(C#N)C#N (stereo not drawn)
2 | 8 | COc1ccc(-c2nn(-c3ccccc3)cc2/C=N/NS(=O)(=O)c2ccccc2)cc1
-2 | 4 | Oc1ccc(Br)cc1-c1cc(-c2ccc(Cl)cc2)n[nH]1

Some of the entries so far, with each value named.
mol: N#Cc1c(N)nc2c3c(sc(=N)c2c1N)NC(=O)CC3c1ccccc1Cl (stereo not drawn)
  PGC1a acetyl inh: -68; miR122 inh: -2
mol: N#CC1=C(N)N(c2ccccc2)C(c2cccc([N+](=O)[O-])c2)C1(C#N)C#N (stereo not drawn)
  PGC1a acetyl inh: 9; miR122 inh: -9
mol: COc1ccc(-c2nn(-c3ccccc3)cc2/C=N/NS(=O)(=O)c2ccccc2)cc1
  PGC1a acetyl inh: 2; miR122 inh: 8
mol: Oc1ccc(Br)cc1-c1cc(-c2ccc(Cl)cc2)n[nH]1
  PGC1a acetyl inh: -2; miR122 inh: 4

(listing goes on)
PGC1a acetyl inh | miR122 inh | SMILES
-10 | 32 | Cc1ccc(S(=O)(=O)/N=C(\N)Nc2nc(C)c3ccc(C)cc3n2)cc1
4 | 1 | CCOc1ccccc1-n1nnnc1SCC(=O)NC(=O)Nc1ccc2c(c1)OCCO2
16 | -3 | c1ccc(-c2csc3ncnc(NCCN4CCOCC4)c23)cc1
-15 | 5 | Cc1ccc(C)c2[nH]c(=O)c(CN(Cc3ccco3)C(=O)Nc3ccccc3)cc12
-3 | 6 | C=CCOCC(O)CS(=O)(=O)Cc1ccc(Cl)cc1 (stereo not drawn)
-22 | 15 | COc1ccc(O)c(-c2cc(-c3cccc(Br)c3)n[nH]2)c1
-6 | -3 | CCOC(=O)C(=O)/C(=C\N(C)C)c1onc(-c2ccccc2)c1C(=O)OC
6 | -2 | CC(C)C(C)(C#N)NC(=O)CSc1nnc(C(F)(F)F)n1C (stereo not drawn)

By substructure: the entries above containing a tert-butyl group.
PGC1a acetyl inh | miR122 inh | SMILES
-7 | 4 | CC(C)Nc1nc(NC(C)(C)C)nc(Oc2ccc(=O)n(-c3ccccc3)n2)n1
-9 | 2 | CC(C)(C)N(NC(=O)Nc1ccc(Cl)c(Cl)c1)C(=O)c1ccccc1

(list continues)
PGC1a acetyl inh | miR122 inh | SMILES
3 | 4 | O=C(CCSCCc1ccccn1)Nc1ccc(Cl)cn1
-15 | -6 | COCCn1nnnc1C(c1ccc(OC)c(OC)c1)N1CCN(c2nc3ccccc3s2)CC1 (stereo not drawn)
-11 | 4 | O=C(O)C1CSC(CCc2ccccc2)N1 (stereo not drawn)
-1 | 0 | Cc1ccc(C(=O)NNC2=NCCC2)cc1
-16 | 2 | COc1ccc(-c2nc(C#N)c(N3CCC(C(N)=O)CC3)o2)cc1
14 | 0 | O=C(CSc1nnc(COc2ccc(Cl)cc2)o1)N1c2ccccc2CCc2ccccc21
-7 | -1 | COc1ccc2nc(NC(=O)C(NS(=O)(=O)c3cccs3)C(C)C)sc2c1 (stereo not drawn)
-7 | -4 | Cn1cnnc1SCC(=O)Nc1ccc2nc(SCc3cccc4ccccc34)sc2c1
1 | -3 | CC1(C)CC(=O)C=C(OC(=O)c2ccc(Cl)cc2)C1
-21 | 3 | O=C(CSc1nnnn1C1CCCC1)Nc1ccc2c(c1)OCO2

Source: PubChem
